USP2a inh: USP2a (human) protease inhibition | O75604 | USP2 core, Ub-CHOP2 coupled fluorogenic reporter, 485/531 | Potency, µM (doses to about 38.3 µM), for the others: at the highest dose activity change, negative = inhibition, actives largely listed as inhibitors | hit rate 0.01% among 330,000 | AID 463254;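 also: potency is read from the fitted curve at half-maximal effect; plate controls were DMSO wells for no effect and full inhibition by NEM control for full effect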
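USP2 core (10nM final) preincubated 30min RT with compound in 20mM Tris-HCl pH 8.0, 2mM CaCl2, 2mM beta-mercaptoethanol, 0.05% CHAPS; 25nM Ub-CHOP2 plus 25nM reporter substrate added, fluorescence (Ex485/Em531) read after 60min.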
BCR signal inh: inhibitors of chronic active B-cell receptor signaling; ABC-DLBCL IkBa-CBG/CBR reporter, luminescence ratio, 4 h; Potency, µM (doses to about 46.1 µM), inactives show at the highest dose ratio change, negative = lower green/red ratio, usual class: inhibitors; hit rate 0.05% among 340,000; active = well fitted inhibition curve with a large enough effect in the signal ratio, with a control signal flat, not every such curve was filed as active; inconclusive = small, poorly fitted or top-dose-only effect, or effect the other way, or a change in a side signal; the % refers to the signal ratio;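 also: potency is read from the fitted curve at half-maximal effect; plate controls were basal doxycycline-induced cells for no effect and cells given 10 µM MG132 for full effect; MG132 reads +100%, hits lower the ratio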
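TMD8 ABC-DLBCL cells carrying doxycycline-inducible green luciferase fused to IkappaBalpha plus unfused red luciferase were exposed to compounds (up to 46 uM) for 4 hrs at 37C. Activity came from the overlap-corrected green/red luminescence ratio.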
TCR activator: activators of T cell receptors; AID 504894; primary human leukocytes, anti-CD3, IL-2 HTRF, 48 h; 330,000 tested, under 10 active; Potency, µM (titrated, usually from 9.22 µM), inactives show at the top dose activation of IL-2 secretion, hits mostly activators; also: % of control where 0% means no effect
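IL-2 release read by HTRF sandwich (Eu cryptate donor, d2 acceptor, 665 nm emission) after 48 hr exposure of primary human leukocytes to compound together with anti-CD3 beads in the absence of co-stimulatory signals.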
ELG1 DNA repair: ELG1-dependent DNA repair inhibition; HEK293T ELG1-luciferase reporter, luminescence, 16 h; DNA damage induced by 5-fluorouridine; Potency, µM (doses to about 46.1 µM), for inactives: at the top dose activity change, negative = inhibition, usual class: inhibitors; hit rate 2.3% among 330,000; also: potency is read from the fitted curve at half-maximal effect; % is scaled to controls: 0 for no effect and ±100 for the full control effect; nearly all actives have a fitted effect of over 55% in size
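DMSO vehicle served as the neutral condition. Each well held 2,000 cells given 5-fluorouridine plus compound; after 16 hr at 37 °C/5% CO2, ONE-Glo was added and luciferase measured 30 min later.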
TSHR antag: antagonists of human thyroid stimulating hormone receptor | P16473 | TSHR-expressing cells, TSH-stimulated cAMP HTRF, 2 h; stronger effect = lower value | activity change, negative = inhibition, % at 11.5 µM | hit rate 0.2% among 330,000;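 active = activity change below a set negative limit, meaning inhibition stronger than a set level, cut at about -70% in these data; inconclusive = activity change between two set negative limits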; also: % is scaled to controls: 0 for no effect and ±100 for the full control effect
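Cell-based HTRF cAMP assay; TSHR cells + compound, TSH EC80 (4nM final), 2 h, 37 deg C. Lysis with anti-cAMP cryptate and cAMP-d2, 30 min RT, read 665/620 nm.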
Tb PFK block: inhibitors of T. brucei phosphofructokinase. O15648. T. brucei PFK, ADP-Glo luminescence. Potency, µM (series often up to 57.5 µM), inactives show at the highest dose activity, negative = inhibition, actives largely listed as inhibitors. hit rate 0.17% among 330,000. AID 485367;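 also: potency is read from the fitted curve at half-maximal effect; 0% = uninhibited 1x PFK enzyme wells and -100% = no-enzyme wells; nearly all actives have a fitted effect of over 60% in size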
Target sequence (O15648 whole entry, looked up): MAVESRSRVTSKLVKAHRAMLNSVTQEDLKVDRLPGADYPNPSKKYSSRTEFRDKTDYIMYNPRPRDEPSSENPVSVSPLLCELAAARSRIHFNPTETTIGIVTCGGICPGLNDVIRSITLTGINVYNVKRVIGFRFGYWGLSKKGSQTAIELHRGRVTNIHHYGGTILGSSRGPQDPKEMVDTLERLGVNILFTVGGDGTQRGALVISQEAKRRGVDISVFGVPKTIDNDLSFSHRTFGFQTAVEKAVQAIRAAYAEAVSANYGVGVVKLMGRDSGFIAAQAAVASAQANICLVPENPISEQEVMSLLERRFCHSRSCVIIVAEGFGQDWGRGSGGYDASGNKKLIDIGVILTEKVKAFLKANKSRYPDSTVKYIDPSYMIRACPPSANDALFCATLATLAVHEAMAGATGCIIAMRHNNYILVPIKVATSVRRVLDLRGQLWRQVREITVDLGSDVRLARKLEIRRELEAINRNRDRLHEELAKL
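In TEA buffer at pH 8.0 with 5 mM MgCl2, enzyme (1.25 nM) converted F6P (0.5 mM) and ATP (0.1 mM) for 45 min at room temperature. ADP product was read by luciferase luminescence.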
B2AR arrestin: agonists driving beta-arrestin recruitment to human beta2-adrenergic receptor | P07550 | beta-arrestin recruitment to beta2AR, cell-based reporter | Potency, µM (highest dose often 46.1 µM), for inactives: top-dose activation, most hits filed as activators | hit rate 0.02% among 330,000;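 also: potency is read from the fitted curve at half-maximal effect; 0% = DMSO controls and full agonism = EC100 isoproterenol or metaproterenol; nearly all actives have a fitted effect of over 65% in size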
Eya2 phos inh: blocks the phosphatase activity of human Eya2; O00167; Potency, µM (titrated, usually from 76.9 µM), inactives show at the top dose activity, negative = inhibition, hits mostly inhibitors; recombinant Eya2, OMFP fluorescence dephosphorylation (OMFP is methylfluorescein phosphate); hit rate 0.006% among 330,000; also: potency is read from the fitted curve at half-maximal effect; % is scaled to controls: 0 for no effect and ±100 for the full control effect
Target sequence (O00167 whole entry, looked up): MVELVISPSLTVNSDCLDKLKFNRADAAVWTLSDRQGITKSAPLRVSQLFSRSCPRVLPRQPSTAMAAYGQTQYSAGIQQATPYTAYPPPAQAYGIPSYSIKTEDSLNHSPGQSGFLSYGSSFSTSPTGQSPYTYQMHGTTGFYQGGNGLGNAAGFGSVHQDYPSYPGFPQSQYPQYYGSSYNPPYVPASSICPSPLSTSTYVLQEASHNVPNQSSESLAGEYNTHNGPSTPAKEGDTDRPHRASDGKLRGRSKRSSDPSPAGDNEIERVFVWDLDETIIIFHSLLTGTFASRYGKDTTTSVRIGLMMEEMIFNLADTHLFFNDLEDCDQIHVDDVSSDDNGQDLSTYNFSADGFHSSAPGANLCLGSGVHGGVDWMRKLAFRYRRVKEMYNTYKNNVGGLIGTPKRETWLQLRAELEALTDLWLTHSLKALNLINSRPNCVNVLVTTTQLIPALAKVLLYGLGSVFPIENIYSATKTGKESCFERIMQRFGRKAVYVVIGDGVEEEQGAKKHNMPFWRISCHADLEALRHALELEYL
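Eya2 (0.2 uM) preincubated 10 min at ambient with compound, then OMFP substrate added at 50 uM; 10 min reaction in 50 mM HEPES pH 7.5, 50 mM NaCl, 5 uM MgCl2, 0.05% BSA, 1 mM DTT. Fluorescence read at Ex 485/Em 525 nm.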
PTAP TSG101 blk: blocks PTAP/TSG101 interaction to inhibit HIV-1 budding. 340,000 tested, under 10 active. Potency, µM (titrated, usually from 115 µM), for inactives: at the highest dose activity change, negative = inhibition, most hits filed as inhibitors. Q99816. Fluorescence polarization, FITC-PTAP peptide / Tsg101 binding. AID 493005; active = well fitted inhibition curve with a large enough effect in the main read-out, with a control signal flat, not every such curve was filed as active; inconclusive = small, poorly fitted or top-dose-only effect, or effect the other way, or a change in a side signal; inactive = no such curve, though single readings can be large or run the other way; also: potency is read from the fitted curve at half-maximal effect; % of control where 0% means no effect
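Fluorescence polarization binding of Tsg101 binding domain (10 uM final) to FITC-labeled PTAP peptide (50 nM final) in HEPES pH 7.5 buffer with NaCl, Tween 20, EDTA, TCEP. Compounds added before peptide; binding 20 min at RT.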
uPA surface inh: blocks generation of uPA at the cell surface | cell surface uPA generation assay, qHTS | Potency, µM (doses to about 38.3 µM), inactives show top-dose activity change, negative = inhibition, hits mostly inhibitors | hit rate 0.31% among 330,000; active = well fitted inhibition curve with a large enough effect; inconclusive = small, poorly fitted or top-dose-only effect; inactive = no such curve, though single readings can be large or run the other way; tested in mouse RAW 264.7 cells; also: potency is read from the fitted curve at half-maximal effect; % is scaled to controls: 0 for no effect and ±100 for the full control effect; nearly all actives have a fitted effect of over 55% in size
Mito fusion yeast: mitochondrial division inhibition or fusion activation; S. cerevisiae fusion-defective mutant growth rescue, CellTiterGlo 48 h; hit rate 0.23% among 320,000; Potency, µM (top dose mostly 46.1 µM), inactives show top-dose growth rescue (activation), hits mostly activators; AID 485298;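 also: potency is read from the fitted curve at half-maximal effect; % of control where 0% means no effect; nearly all actives have a fitted effect of over 45% in size; temperature-sensitive fusion mutants such as fzo1-1 at 37 °C on non-fermentable ethanol glycerol medium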
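S. cerevisiae fusion-defective temperature-sensitive mutants (e.g. fzo1-1, mgm1-5) grown 48 h at 37C in YPEG (ethanol/glycerol non-fermentable) medium with 23 nl compound per well; growth rescue read as CellTiterGlo luminescence.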
* marks the source's active call; other numbers are inactive results; ? = inconclusive; · = not tested or not shown; [ ] = another dose, or the depositor's remark. Unless noted, calls follow the shape of the dose curve; as a rule, active = well fitted curve in the direction sought with a large enough effect; inconclusive = small, poorly fitted or top-dose-only effect, or another doubt; inactive = no such curve, though single readings can be large; an effect the other way counts as inactive or inconclusive.

SMILES	USP2a inh	BCR signal inh	TCR activator	ELG1 DNA repair	TSHR antag	Tb PFK block	B2AR arrestin	Eya2 phos inh	PTAP TSG101 blk	uPA surface inh	Mito fusion yeast
O=C(CSc1nnc(-c2cccnc2)s1)Nc1ccc(C(=O)O)cc1	-2%	-20%	7%[46.1 µM]	?	15	-6%	0.1%	-25%	0%	5%	-7%
CN(C)/C=N/c1cc(=O)[nH]c(=O)n1C	0%	0%	1%	5%	4	-1%	-0.9%	-2%	1%	15%	0%
Cc1ccc(Cl)cc1N1CCN(C(=O)C2CCC(=O)N(C3CCCCCC3)C2)CC1 (configuration not stated)	-1%	?	-3%	-7%	-24	1%	-0.3%	-9%	0%	4%	9%
COc1ccccc1NC(=O)c1ccc(NC(=O)CSc2ncn[nH]2)cc1	2%	?	2%[46.1 µM]	10%	12	4%	3.8%	2%	-1%	2%	-2%
O=C(NC1CCCCC1)c1ccc(-c2ccc(Cl)cc2)o1	8%	3%	-5%	?	-12	0%	0.3%	5%	-7%	-8%	23%
Cc1cccc(NC(=O)c2nc[nH]c2C(=O)N[C@@H](C)C(=O)OC(C)(C)C)c1	4%	13%	2%	-8%	-17	3%	-0.4%	-16%	1%	1%	27%
COc1ccc(CNc2ncnc3c2[nH]c2ccccc23)cc1	-2%	-11%	-4%	2.1µM*	-26	-7%	3.4%	-4%	-1%	2%	1%
CC1(C)CC(=O)C(N=Nc2cc(S(=O)(=O)N3CCOCC3)ccc2Cl)=C(O)C1	0%	?	1%	5%	-1	-3%	-0.9%	-11%	-1%	10%	2%
CNC(=S)N1N=C(c2ccccc2)CC1c1ccc(OC)c(OC)c1 (configuration not stated)	-1%	15%	?	?	10	9%	0.0%	-5%	-1%	-4%	1%
Cc1c(Cl)cnc(NC(=O)CSc2nnc3ccccn23)c1Cl	-1%	-27%	-18%	?	27	3%	-0.2%	4%	-2%	11%	-5%
CCN(CCN1CCCC1)C(=O)C1CCC(=O)N(CCCN2CCOCC2)C1 (configuration not stated)	-1%	2%	1%	29%	31	-3%	-0.9%	-20%	-2%	4%	2%
C=CCn1cc(C(=O)NCCOC)c(=O)c2cc(S(=O)(=O)N3CCCCCC3)ccc21	1%	5%	5%	?	-9	0%	-0.2%	-7%	-2%	2%	3%
CC(=O)c1cccc(NC(=O)C2(c3ccccc3)CC2(Cl)Cl)c1 (configuration not stated)	1%	-2%	1%	3%	0	3%	-0.2%	-13%	-1%	5%	0%
O=c1c2cc3c(=O)n(CC4CCCO4)c(=O)c3cc2c(=O)n1CC1CCCO1 (configuration not stated)	-1%	?	·	-7%	-2	-3%	-0.1%	-16%	-3%	3%	3%
O=C(NC(=S)Nc1ccccc1[N+](=O)[O-])c1ccco1	1%	-18%	-1%	?	-1	17%	-0.2%	3%	-4%	0%	-2%
Cn1c(=O)cc(SCC(=O)N2CCCC2)c2ccc(Cl)cc21	-2%	?	6%	?	5	-2%	-0.3%	-11%	-3%	-6%	1%
N/C(=N\OC(=O)CCC1CCCCC1)c1cccnc1	-9%	?	-1%	?	-21	-8%	0.1%	3%	-3%	-1%	-11%
Cc1ccc(N2CC(C(=O)Nc3c(C)n(C)n(-c4ccccc4)c3=O)CC2=O)cc1 (configuration not stated)	2%	-1%	1%	15%	10	6%	0.2%	13%	-1%	8%	10%
O=C(NCc1ccccn1)c1cn(CCc2ccccc2)nn1	-1%	-1%	11%	-5%	-9	2%	-0.3%	-18%	-3%	1%	2%
Fc1ccc(CNCc2ccco2)cc1	-7%	1%	4%	11%	23	-9%	-0.9%	0%	-6%	7%	-29%
O=[N+]([O-])c1ccc(N/N=C/c2cccnc2)cc1	1%	?	·	18%	11	0%	0.2%	-10%	2%	2%	-6%
COc1ccc(Cl)cc1NC(=O)COC(=O)c1cc(NS(=O)(=O)c2cccs2)ccc1O	-8%	?	-2%[46.1 µM]	?	5	3%	-0.8%	3%	0%	-3%	7%
COC(=O)c1cccnc1-n1c(=O)c2cccnc2n(Cc2ccc([N+](=O)[O-])cc2)c1=O	6%	-20%	0%	-3%	-1	0%	-0.1%	1%	-6%	-4%	9%
Cc1c(CCC(=O)N[C@@H](CCCNC(N)=O)C(=O)O)c(=O)oc2cc3oc4c(c3cc12)CCCC4	0%	?	1%	?	-10	5%	0.0%	7%	-8%	-4%	29%
CN1CCN(CCNC(=O)Nc2ccccc2[N+](=O)[O-])CC1	7%	0%	-1%	9%	6	6%	0.5%	-9%	1%	2%	-3%
Cc1c(NC(=O)Cn2cc([N+](=O)[O-])cn2)c(=O)n(-c2ccccc2)n1C	1%	-4%	-4%	3%	-11	1%	0.4%	0%	-1%	1%	12%
Cc1ccc2cc(CN(CC3CCCO3)S(=O)(=O)c3c(C)ccc4nsnc34)c(=O)[nH]c2c1 (configuration not stated)	3%	4%	-4%	-9%	0	-1%	-0.3%	1%	-6%	·	0%
Cc1ccc(-n2c(C)cc(/C=N/NC(=O)Cn3c4ccccc4c(=O)c4ccccc43)c2C)cc1	-3%	-5%	-2%[46.1 µM]	-19%	-4	2%	0.4%	0%	1%	0%	-2%
O=C(N/N=C/c1ccc(Cl)cc1Cl)Nc1ccccc1	2%	?	-3%	?	-7	4%	3.1%	-1%	-1%	·	-6%
CN(c1ccc(C(=O)Nc2ccc(F)cc2F)cc1)S(=O)(=O)c1ccccc1	1%	?	-4%	15µM*	-13	1%	0.5%	1%	-3%	-19%	2%
O=C(CN(C(=O)c1csnn1)c1cccc(F)c1)NCc1ccc2c(c1)OCO2	-1%	4%	0%	9%	8	1%	-1.0%	-5%	-6%	3%	0%
C1CCN=C(NC23CC4CC(CC(C4)C2)C3)CC1	7%	?	·	-12%	1	-5%	4.2%	7%	·	·	-5%
COc1cccc(-c2nn(-c3ccccc3)cc2CN2CCCO2)c1	-1%	3%	2%	?	3	0%	0.0%	?	1%	-3%	9%
Cc1cc(OCCCn2cnc3ccccc3c2=O)ccc1[N+](=O)[O-]	7%	-6%	-2%	-2%	-6	2%	-0.5%	0%	-6%	0%	4%
O=C1NC(=S)S/C1=C/c1ccc(N2CCOCC2)o1	3%	?	-3%[46.1 µM]	?	-26	27µM*	0.3%	-3%	?	2%	1%
O=C(NCc1csc(-c2cccs2)n1)C1CCC1	2%	?	10%	?	0	-2%	-0.5%	5%	-1%	-23%	-2%
Cc1cc(OCC(=O)NCc2cccnc2)c2c(C)c(Cc3ccccc3)c(=O)oc2c1	-1%	-11%	-4%	?	-3	1%	0.9%	12%	-7%	2%	8%
N#C/C(=N\Nc1ccc(F)cc1)C(=N)N1CCCCC1	7%	-7%	0%	?	7	0%	0.3%	3%	-11%	?	0%
Cc1ccc(CNC(=O)C2C3C=CC(C3)C2C(=O)O)cc1 (configuration not stated)	0%	7%	3%	3%	16	1%	-0.3%	13%	-3%	-3%	1%
CC(=O)N1CCCc2cc(S(=O)(=O)N3CCCC(C(=O)NCc4ccc(C)cc4)C3)ccc21 (configuration not stated)	1%	7%	1%	-13%	-12	4%	0.0%	-1%	-2%	-8%	-1%
O=[N+]([O-])c1cccc(C(=Nc2ccc(Cl)cc2)NO)c1	1%	4%	-3%	2%	-1	-3%	-0.9%	-5%	-5%	-5%	4%
CCc1cccc(C)c1NC(=O)CCCN1C(=O)CN(C)C1=O	0%	2%	-4%	0%	7	0%	-0.1%	-2%	-5%	13%	-5%
CCOC(=O)c1cc(-c2ccccc2)n(CC2CC(c3ccc(OC)cc3)=NO2)n1 (configuration not stated)	1%	0%	-3%	?	-11	-2%	-1.1%	1%	-8%	15%	9%
COc1ccc(N=Cc2c(O)n(-c3cccc(C)n3)c(=O)c3ccccc23)c(OC)c1	?	-8%	-25%	-2%	-1	2%	-0.4%	?	?	5%	1%
CCCOc1ccc(N/C=C/C(=O)C(C)(C)C)cc1	1%	?	1%	?	6	1%	0.2%	-5%	-3%	-10%	0%
O=S(=O)(NCc1cc(-c2ccccc2)no1)c1ccc(Cl)cc1	0%	?	1%	-3%	9	-4%	0.0%	1%	-1%	4%	0%
COc1cc(C(=O)Nc2cc(-c3ccccc3)[nH]n2)cc(OC)c1OC	-4%	?	4%	?	2	-1%	-0.4%	0%	-6%	·	-1%

Screening results (PubChem)
